ATG4B inh: blocks human ATG4B protease cleavage of LC3 substrate. Q9Y4P1. ATG4B cleavage of LC3-PLA2, NBD-HPC fluorescence, 1 h. inhibition, % at 8.33 µM. actives 0.51% (n = 340,000); in the data active means inhibition above about 40%
Target sequence (Q9Y4P1 whole entry, looked up): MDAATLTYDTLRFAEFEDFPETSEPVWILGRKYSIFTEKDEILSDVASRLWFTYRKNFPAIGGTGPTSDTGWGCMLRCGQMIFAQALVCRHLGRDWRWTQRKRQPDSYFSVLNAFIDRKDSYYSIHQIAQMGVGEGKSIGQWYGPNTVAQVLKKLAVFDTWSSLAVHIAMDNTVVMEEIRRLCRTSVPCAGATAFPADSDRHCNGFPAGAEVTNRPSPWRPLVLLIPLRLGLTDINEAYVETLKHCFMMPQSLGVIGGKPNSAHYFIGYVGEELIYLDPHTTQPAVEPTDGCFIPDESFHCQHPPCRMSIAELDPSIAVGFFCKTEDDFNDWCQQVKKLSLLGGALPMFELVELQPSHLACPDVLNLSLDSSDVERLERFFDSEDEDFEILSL
hIAP activ: increases human intestinal alkaline phosphatase activity; activation factor at 10 µM; P09923; purified human IAP, CDP-Star luminescence, 30 min; hits give high values; 1 = vehicle-only enzyme, 0 = enzyme-free background; actives 0.16% (n = 330,000);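 active means activation factor of the enzyme at least 2-fold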; further: the source names both 10 and 20 µM as test concentration; values of inactives mirror those of a sister screen read the other way
NR3A LBD binder: NR3A (human) ligand-binding domain modulation | NR3A LBD differential scanning fluorimetry, Tm shift; 0% = protein alone, 100% = glycine-bound protein | Tm shift relative to glycine control, % at 25 µM | actives 2.5% (n = 340,000) | AID 1259313;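 active means melting temperature shift of at least 10% of the positive control shift, at one fixed dose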
SENP6 inh: SENP6 protease inhibition; Recombinant SENP6 catalytic domain, aminoluciferin luminescence; inhibition, % at 10 µM; Q9GZR1; actives 1.8% (n = 330,000); AID 2599;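 active means inhibition above about 50% at the single tested dose, limit read from the data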;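 further: plate controls were DMSO wells with enzyme for no effect and DMSO wells lacking enzyme for full effect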
MPTP inh: inhibitors of mitochondrial permeability transition pore; actives 1.4% (n = 360,000); inhibition, % at 10 µM; isolated mouse mitochondria, Ca2+ swelling absorbance, 30 min;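 active means inhibition of 50% or more, scaled per plate between neutral and stimulator controls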;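 further: 0% = DMSO wells given calcium and 100% = 1 mM EGTA wells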
SENP1 FRET inh: inhibitors of human SENP1 SUMO protease catalytic domain; Q9P0U3; recombinant SENP1 catalytic domain, CyPet-SUMO1-YPet FRET cleavage; inhibition, % at 10 µM; actives 0.21% (n = 360,000); AID 624204;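 active means inhibition at least 30% at 10 µM, raw YFP signal under a set limit, fluorescence ratio 0.5 to 1.5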;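 further: 0% = enzyme with DMSO and 100% = no enzyme wells; some results filed as inactive read as strong as hits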
Target sequence (Q9P0U3 419-644 limits assumed): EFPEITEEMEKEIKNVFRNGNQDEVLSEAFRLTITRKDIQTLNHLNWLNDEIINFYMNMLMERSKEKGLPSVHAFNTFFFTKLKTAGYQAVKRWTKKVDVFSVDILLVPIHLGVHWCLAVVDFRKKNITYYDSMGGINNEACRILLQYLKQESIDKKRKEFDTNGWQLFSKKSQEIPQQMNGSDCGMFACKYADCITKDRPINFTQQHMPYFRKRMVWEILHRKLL
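Controls: no-enzyme wells low, DMSO-plus-enzyme wells high control. Test system: human recombinant His6-tagged SENP1 catalytic domain enzyme. Reagent: SFCypet-SUMO1-SFYpet FRET protein substrate, 25 nM final. Doses: one dose per compound, 10 µM, 0.5% DMSO. Detection: FRET, CFP and YFP emission. Timing: 50 min reaction at room temperature.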
PfG6PD inh: PfG6PD (Plasmodium falciparum) enzyme inhibition | PfGluPho enzyme, NADPH resazurin-diaphorase fluorescence | inhibition, % at 20 µM | actives 0.78% (n = 350,000);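 active means inhibition reaching at least a set limit at 20 µM in the primary screen, cut at about 59% in these data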;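 further: 0% = DMSO wells with substrate and 100% = DMSO wells lacking glucose-6-phosphate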
SENP8 inh: inhibitors of human SENP8 protease. inhibition, % at 20 µM. actives 0.64% (n = 360,000). recombinant SENP8, Nedd8 substrate fluorescence. Q96LD8; in the data active means inhibition mostly above about 40%, no sharp cut-off; inactive means mostly below about 27%
Target sequence (Q96LD8 whole entry, looked up): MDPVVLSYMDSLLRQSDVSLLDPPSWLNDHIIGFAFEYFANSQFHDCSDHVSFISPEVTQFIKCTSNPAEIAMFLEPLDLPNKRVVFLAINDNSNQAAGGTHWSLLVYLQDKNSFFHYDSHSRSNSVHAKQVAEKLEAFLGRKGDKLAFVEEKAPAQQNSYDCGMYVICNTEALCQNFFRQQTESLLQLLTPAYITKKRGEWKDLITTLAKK
Starred values were filed as active, the others as inactive; i = inactive; / = not tested or not shown.

SMILES	ATG4B inh	hIAP activ	NR3A LBD binder	SENP6 inh	MPTP inh	SENP1 FRET inh	PfG6PD inh	SENP8 inh
Cc1occc1-c1nnc(SCC(=O)c2c[nH]c3ccccc23)n1C	-13	0.9	-6	-9	-0.7	-8	30	12
N/C(=N\OS(=O)(=O)c1ccc(Cl)cc1)c1cccnc1	5	/	0	/	0.0	1	5	3
Clc1ccc(-c2nc(NCCCN3CCOCC3)c3ccccc3n2)cc1	-9	0.93	-3	-18	-4.1	0	22	-48
CCOc1ccc(S(=O)(=O)NCCC(=O)NCC(c2ccc(OC)cc2)N2CCCCC2)cc1 (configuration not stated)	-11	0.87	1	-12	-1.3	2	2	8
N#CCC(=O)Nc1ccc(C(=O)NCc2cccc(Cl)c2)cc1	53*	1	0	-18	0.9	-49	-3	7
COC(=O)C1=C(C)N(CCc2ccccc2)C(=O)C1(NS(=O)(=O)c1ccc(NC(C)=O)cc1)C(F)(F)F (configuration not stated)	-4	1.1	0	-9	-1.7	-1	-13	8
O=C(O)CN1CCN(Cc2ccc(Cl)cc2)C1=O	-8	0.98	-6	-21	2.0	0	-3	4
CC(C)(C)c1ccc(C(=O)NCC(=O)N/N=C/c2ccccc2OCC(=O)O)cc1	-7	0.91	-2	-16	-0.3	0	-7	-3
COc1cccc(CN2CCN(C3CCOCC3)CC2CCO)c1 (configuration not stated)	2	0.95	-1	9	-0.1	0	-19	15
CC(C)(C)c1ccc(C(=O)NCC(=O)N/N=C/c2cccnc2)cc1	-15	0.99	1	-12	-0.7	2	9	1
CC(=O)N1CCc2cc(S(=O)(=O)NC(CC(C)C)C(=O)Nc3ccc4c(c3)OCCO4)ccc21 (configuration not stated)	-12	0.91	-2	-15	-2.4	2	-7	20
O=C1CN(C(=O)CN2CCN(S(=O)(=O)c3ccccc3F)CC2)c2ccccc2N1	/	/	/	/	-0.2	-4	-15	10
Cc1cc(C)n2ncc(C(=O)Nc3cccc(O)c3)c2n1	-3	1.1	1	9	-1.2	-2	13	15
N#C/C(=C\c1ccncc1)c1nc2ccccc2[nH]1	2	0.99	-1	-5	-0.4	-34	17	-372
c1ccc(-c2nccnc2-c2ccccc2)cc1	1	1.1	1	-10	1.6	-1	-13	4
O=C1CCCC2=C1C(c1ccc(OS(=O)(=O)c3ccc(Cl)cc3)cc1)C1=C(CCCC1=O)O2	24	1.2	0	-5	6.3	3	5	24
C/C(=N\OC(=O)c1ccc(Cl)cc1)c1sc(-c2ccccc2)nc1C	11	1	5	3	-2.7	3	-7	-31
Cc1ccc(CNC(=O)C2CCCN(C(=O)N(C)C)C2)cc1 (configuration not stated)	2	0.92	2	6	-3.4	-1	-18	6
COCc1[nH]nc2c1C(c1ccccc1Cl)C(C#N)=C(N)O2 (configuration not stated)	-12	1.1	2	18	0.3	2	33	18
O=C(CN(C(=O)c1csnn1)c1cccc2c1CCCC2)NCc1ccccc1	2	1	0	-3	-2.4	6	12	17

2 records drawn at random from the list so far, as already listed:
SMILES	ATG4B inh	hIAP activ	NR3A LBD binder	SENP6 inh	MPTP inh	SENP1 FRET inh	PfG6PD inh	SENP8 inh
COc1cccc(CN2CCN(C3CCOCC3)CC2CCO)c1 (configuration not stated)	2	0.95	-1	9	-0.1	0	-19	15
c1ccc(-c2nccnc2-c2ccccc2)cc1	1	1.1	1	-10	1.6	-1	-13	4

Later entries:
SMILES	ATG4B inh	hIAP activ	NR3A LBD binder	SENP6 inh	MPTP inh	SENP1 FRET inh	PfG6PD inh	SENP8 inh
COc1ccc(CNC(=O)C(NS(=O)(=O)c2ccc3c(c2)CCCN3C(C)=O)C(C)C)cc1 (configuration not stated)	-1	1.3	-1	-21	-0.7	3	-22	11
O=C(Nc1cccc(F)c1)c1sc(Cl)nc1-c1ccccc1	-3	1.1	-18	-9	6.8	2	-4	0
COc1cc(OC)cc(C(=O)c2c(C)c(C#N)c3ccccn23)c1	7	0.96	-2	7	0.5	-19	9	7
CC(=O)c1cccc(CN2CCCC(CCC(=O)NCc3ccccc3F)C2)c1 (configuration not stated)	-8	1.1	1	-19	0.8	1	8	21
N/C(=N\OC(=O)c1cccs1)c1ccccc1	12	1	-32	-8	-0.1	0	-15	3
CC(=O)N(c1ccc(C)cc1)S(=O)(=O)c1ccc(Cl)cc1	-8	1.1	-1	-1	-0.2	4	24	10
COc1cc(OC)c(NC(=O)CCNC(=O)Cn2ccc3ccccc3c2=O)cc1Cl	7	1	-3	-4	-1.2	1	-4	-8
COc1ccc(C(NC(=O)C(C)C)c2c(O)ccc3ccccc23)cc1OC (configuration not stated)	-13	1	-1	5	1.4	2	-3	-126
COc1ccc(-c2csc(NC(=O)CN3C(=O)CCC3=O)n2)cc1	-4	0.89	-1	-7	-1.8	0	7	4
O=C(CCc1nnc(CCCc2ccccc2)o1)NCCN1CCOC1=O	-17	1.1	0	-5	0.9	0	-6	7
N#Cc1c(-c2cccnc2)c2c([nH]c1=S)CCCC2	1	1	2	0	0.2	0	58	3
CC(=O)N1CCOc2ccc(S(=O)(=O)N3CC(C)CC(C)C3)cc21 (configuration not stated)	-5	1.2	-1	-4	-2.2	0	-3	-2
Cc1ccc(NC(=O)CN(C)Cc2cccs2)cc1Cl	-1	0.92	-2	-5	0.9	-1	21	8
COc1cnn(-c2cc(Oc3ccc(C)cc3)ncn2)c(=O)c1Cl	-1	1.1	0	10	-2.2	-2	-5	14
Cc1nn(-c2ccccc2)c(C)c1Cc1ccc(O)cc1	-6	0.94	-1	-32	-0.1	2	1	10
Cc1cccc2cc(/C=C/C(=O)c3ccco3)c(Cl)nc12	10	1	1	-7	-0.9	0	-5	1
CCO[C@@H]1OC(C(N)=O)=C[C@H](c2cn(C(C)=O)c3ccccc23)[C@H]1CCCO	-6	0.91	-1	0	-0.9	1	0	4
CCN(C(=O)COC(=O)CCCc1nc2ccccc2s1)c1c(N)n(Cc2ccccc2)c(=O)[nH]c1=O	-20	/	-2	/	-0.1	-12	-5	-11
CCOC(=O)C1=C(C)NC(C)=C(C(=O)OCC)C1C(=O)OCC(=O)NCc1ccc(F)cc1	-11	0.96	4	2	-2.6	-13	3	i
Cc1c(NS(=O)(=O)c2cccs2)cccc1-c1nc2cccnc2s1	-8	1	-1	9	6.6	-3	-12	-136

Record cards (already shown):
Profile of CC(=O)N1CCOc2ccc(S(=O)(=O)N3CC(C)CC(C)C3)cc21 (configuration not stated) = ATG4B inh = -5; hIAP activ = 1.2; NR3A LBD binder = -1; SENP6 inh = -4; MPTP inh = -2.2; SENP1 FRET inh = 0; PfG6PD inh = -3; SENP8 inh = -2
Profile of COc1ccc(-c2csc(NC(=O)CN3C(=O)CCC3=O)n2)cc1 = ATG4B inh = -4; hIAP activ = 0.89; NR3A LBD binder = -1; SENP6 inh = -7; MPTP inh = -1.8; SENP1 FRET inh = 0; PfG6PD inh = 7; SENP8 inh = 4
Profile of N/C(=N\OC(=O)c1cccs1)c1ccccc1 = ATG4B inh = 12; hIAP activ = 1; NR3A LBD binder = -32; SENP6 inh = -8; MPTP inh = -0.1; SENP1 FRET inh = 0; PfG6PD inh = -15; SENP8 inh = 3

The list continues.
SMILES	ATG4B inh	hIAP activ	NR3A LBD binder	SENP6 inh	MPTP inh	SENP1 FRET inh	PfG6PD inh	SENP8 inh
O=C(CNS(=O)(=O)c1ccc([N+](=O)[O-])cc1)N/N=C/c1ccc(O)cc1O	1	1.9	-3	-7	0.0	4	-30	16
O=C1CN(C(=O)c2c(F)cccc2F)C(c2ccc(F)cc2)c2cc(F)ccc2N1 (configuration not stated)	0	1.1	-2	-12	0.2	1	-3	13
Cc1ccc2c(c1)NC(=O)C(CC(=O)N(C)Cc1ccccc1)O2 (configuration not stated)	2	0.95	-2	-11	-0.9	-1	10	-7
O=C(c1cc2ccccc2o1)N1CCN=C1SCc1cccc(F)c1	-6	0.93	-6	6	-2.1	0	5	-1
CCOC(=O)C1(CCCc2ccccc2)CCN(C(=O)C2=C(C)OCCO2)CC1	2	/	-1	/	1.2	-1	-8	34
CC(C)C1CC(C(F)(F)F)n2nc(C(=O)O)cc2N1 (configuration not stated)	-4	1	-3	-4	-2.6	3	-4	0
COc1cccc(-c2cc(C(=O)N3CCN(C(c4ccccc4)c4ccccc4)CC3)no2)c1	2	0.99	1	-3	1.0	-1	5	11
CC(C)n1cc(-c2nc(C(=O)NN)cs2)c(=O)n(Cc2ccccc2)c1=O	-5	1	1	-7	0.3	-1	3	-38
O=S(=O)(c1ccc(Cl)cc1)N1CCN(c2nc(C(F)(F)F)nc3ccccc23)CC1	/	/	/	/	0.9	1	26	-8
Nc1c(Cl)cc(C2=NCCn3nc4cc([N+](=O)[O-])ccc4c32)cc1Cl	-1	1.1	-16	-20	0.6	5	1	10
CC(C)C[C@H](NC(=O)C1CC(=O)N(c2ccc3c(c2)OCO3)C1)C(=O)NCc1ccco1 (some centres not stated)	10	1	2	-5	-1.5	-5	-10	1
COc1cc(OC)c(C(=O)OC(C)C(=O)NCc2ccc3c(c2)OCO3)cc1OC (configuration not stated)	-5	1	-1	-7	-1.8	1	5	-19
CCn1c(SCC(=O)NC(C)(C)C)nnc1-c1ccoc1C	-11	1	0	-1	1.5	2	5	7
C=CC[C@@H](CC(=O)NCCO)C(=O)NC[C@@H](OC(=O)[C@H](CC=C)CC(=O)OC(C)(C)C)c1ccccc1	-6	0.98	1	-17	-1.0	1	-8	17
Cc1cccc2cc(C#N)c(NCCCNS(=O)(=O)c3ccc(Cl)cc3)nc12	-20	1.2	4	-4	50	-62	34	-435
O=C(O)CC1S/C(=N\N=C/c2ccccc2)N(c2ccc(O)cc2)C1=O (configuration not stated)	-6	1.1	1	-4	0.0	2	-9	15
O=C(CN1CCN(Cc2ccc(F)cc2)C1=O)NC1CCCC1	-5	0.91	-1	-2	2.6	2	17	16
CCN(CC)S(=O)(=O)N1CCN(S(=O)(=O)N2CCOCC2)CC1	-6	0.98	0	0	-0.7	1	5	5
Fc1cccc(NC(=S)NNc2ccccc2)c1	3	0.98	1	-6	0.6	2	28	17
CCOC(=O)C1CSC2(CCC(c3ccccc3)CC2)N1 (configuration not stated)	24	0.89	0	6	0.4	0	-4	5
CC(Sc1nnc(CN2CCCC2)n1Cc1ccccc1)C(=O)Nc1ccc(F)c(F)c1F (configuration not stated)	-1	/	2	/	0.3	1	-8	18
COc1ccc(Nc2nc3c(C)cccn3c(=O)c2C=NCc2ccccc2)cc1	5	0.87	-6	-16	2.0	0	-1	20
CN1CCN(CC(C)(C)NS(=O)(=O)c2ccc(Cl)cc2)CC1	1	0.95	0	7	0.9	3	-4	9

By substructure: the entries above with two or more sulfur atoms (2)
SMILES	ATG4B inh	hIAP activ	NR3A LBD binder	SENP6 inh	MPTP inh	SENP1 FRET inh	PfG6PD inh	SENP8 inh
Cc1c(NS(=O)(=O)c2cccs2)cccc1-c1nc2cccnc2s1	-8	1	-1	9	6.6	-3	-12	-136
CCN(CC)S(=O)(=O)N1CCN(S(=O)(=O)N2CCOCC2)CC1	-6	0.98	0	0	-0.7	1	5	5

Random draw from the library, and some 6.7% of all compounds hit somewhere here.
